HT1080 IDH1KD tx = toxicity to HT-1080 IDH1 knockdown cells (counter line) | HT-1080 IDH1 knockdown viability, ATP luminescence, 48 h | Potency, µM (doses to about 46.1 µM), for the others: top-dose activity, negative = toxicity, actives largely listed as cytotoxic | hit rate 2% among 360,000;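 note: potency is the fitted concentration of half-maximal effect; 0% = DMSO wells and -100% = cell-free medium wells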
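Luminescent ATP read-out (CellTiter-Glo, 10 min at room temperature) after 48 h compound exposure at 37 °C gave viability of IDH1-knockdown HT-1080 cells. Activity was normalised to DMSO and cell-free wells, then fitted as concentration-response curves.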
SW480 rereplic = DNA re-replication induction in SW480 cells. SW480 DNA re-replication, Hoechst DNA content imaging, 48 h. Potency, µM (highest dose often 46.1 µM), without a hit: top-dose re-replication activation, actives largely listed as activators. hit rate 1.8% among 340,000; note: potency is the fitted concentration of half-maximal effect; % of control where 0% means no effect; nearly all actives have a fitted effect of over 55% in size
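Quantitative HTS format with DMSO vehicle controls; 48 hr drug incubation at 37 C, then 40 min Hoechst staining and scanning imager measurement at 405 nm excitation.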
HT1080NT lethal = kills 2HG-producing HT-1080-NT fibrosarcoma cells | HT-1080-NT fibrosarcoma viability, CellTiter-Glo ATP luminescence, 48 h | Potency, µM (doses to about 46.1 µM), without a hit: top-dose activity, negative = less viability, actives largely listed as cytotoxic | hit rate 1.6% among 360,000 | AID 686970;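 note: NT is the 2HG producing partner of a matched IDH1 knockdown line; potency is the fitted concentration of half-maximal effect; 0% = DMSO-treated cells and -100% = media-only wells without cells; nearly all actives have a fitted effect of over 55% in size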
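Viability of the 2HG-overproducing fibrosarcoma line after 48 hours of compound exposure at 37 degrees C was determined by luminescence with CellTiter-Glo, and concentration-effect curves were then fitted and categorized.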
DRD3 agonist = D3 dopamine receptor (human) agonism | P35462 | D3R DiscoveRx beta-arrestin cells, luminescence, 90 min | max activation, % | hit rate 0.58% among 410,000 | AID 652048; in the data active = max activation above about 30%; note: 0% is about no effect; mostly tested at two doses, the higher about 12 µM
Target sequence (P35462 whole entry, looked up): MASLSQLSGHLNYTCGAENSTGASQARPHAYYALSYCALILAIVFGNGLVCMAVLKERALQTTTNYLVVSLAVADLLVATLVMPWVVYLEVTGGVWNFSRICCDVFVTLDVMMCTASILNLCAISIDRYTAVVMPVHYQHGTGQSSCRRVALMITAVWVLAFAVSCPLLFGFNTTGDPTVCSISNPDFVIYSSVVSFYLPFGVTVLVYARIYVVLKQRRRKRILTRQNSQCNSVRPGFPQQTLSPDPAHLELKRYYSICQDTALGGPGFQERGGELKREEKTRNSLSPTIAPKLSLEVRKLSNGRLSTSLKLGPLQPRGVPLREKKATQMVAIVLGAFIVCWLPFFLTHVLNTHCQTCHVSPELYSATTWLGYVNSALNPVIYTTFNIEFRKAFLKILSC
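Agonist mode: compounds and dopamine controls were applied to plated cells for 90 min at 37 degrees C after an overnight attachment at 1500 cells/well. Luminescent read-out followed 30 - 60 minutes at room temperature with DiscoveRx detection reagent.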
HEK293 tox = cytotoxicity counter-screen for GLP-1 receptor inverse agonists. hit rate 0.13% among 410,000. Potency, µM (titrated, usually from 38.3 µM), inactives show at the highest dose activity change, negative = inhibition, usual class: inhibitors. HEK293 cAMP-luciferase reporter cells, luminescence, 24 h;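 note: loss of luciferase light is scored as toxicity; potency is the fitted concentration of half-maximal effect; % is set by controls: 0 for no effect and ±100 for the full control effect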
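Compound-treated cells are incubated 24 hr at 37 deg C under 5% CO2 after a 12 hour attachment period, then luciferase detection reagent is added and luminescence is measured following 12 min at room temperature; lowered signal indicates toxicity.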
MCF10A rereplic = induces DNA re-replication in MCF 10a normal breast cells; MCF 10A DNA re-replication, Hoechst nuclear intensity, 48 h; Potency, µM (series often up to 46.1 µM), without a hit: at the highest dose activity, positive = re-replication, hits mostly activators; hit rate 2.9% among 350,000; note: potency is the fitted concentration of half-maximal effect; % of control where 0% means no effect; nearly all actives have a fitted effect of over 50% in size
IL-1B inflam inh = blocks inflammasome-driven IL-1 beta release | hit rate 4.7% among 360,000 | THP-1 LPS/ATP IL-1B secretion, AlphaLISA, 16 h; stronger effect = lower value | activity change, % at 57.5 µM; in the data active = activity change below about -50%; inconclusive = mostly about -30% to -49%; note: % is set by controls: 0 for no effect and ±100 for the full control effect
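Secreted IL-1B measured by AlphaLISA bead assay after 16 h compound exposure of THP-1 cells; compounds (final up to 57.5 uM) added 1 h before LPS (250 ng/mL) and ATP (1.25 mM) stimulation; lower signal means less secretion.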
KB-V1 cytotox = KB-V1 MDR subline cytotoxicity; KB-V1 MDR cells viability, CellTiter-Glo, 72 h; Potency, µM (top dose mostly 46.1 µM), for the others: at the top dose activity change, negative = cytotoxicity, usual class: cytotoxic; hit rate 3.4% among 400,000; note: potency is the fitted concentration of half-maximal effect; % is set by controls: 0 for no effect and ±100 for the full control effect; nearly all actives have a fitted effect of over 60% in size
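Drug-selected KB-V1 cells, grown in DMEM lacking phenol red with 10% FBS, receive compound titrations; after three days at 37 degrees C, surviving cell ATP is quantified by CellTiter-Glo luminescence and responses normalized and curve-fitted.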
KB-3-1 tox = kills parental KB-3-1 adenocarcinoma cells. KB-3-1 viability, CellTiter-Glo ATP luminescence, 72 h. Potency, µM (doses to about 46.1 µM), inactives show at the highest dose activity change, negative = cytotoxic, hits mostly cytotoxic. AID 1347075. hit rate 1.4% among 400,000; note: potency is the fitted concentration of half-maximal effect; % is set by controls: 0 for no effect and ±100 for the full control effect; nearly all actives have a fitted effect of over 60% in size
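KB-3-1 cells, DMEM (no phenol red) + 10% FBS; compound by pin transfer, 72 h, 37 °C. Readout: CellTiter-Glo luminescence after 10 min. Data normalized, curve-fitted.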
An asterisk follows results filed as active; i = inactive; ? = inconclusive; / = no result given; [ ] = another dose, or the depositor's remark. Unless noted, calls come from the whole dose curve; as a rule, active = well fitted curve in the direction sought with a large enough effect; inconclusive = small, poorly fitted or top-dose-only effect, or another doubt; inactive = no such curve, though single readings can be large; an effect the other way counts as inactive or inconclusive. Not a hit list. Share with any hit: about 11%.

1. COC(=O)c1ccc(OCC2c3cc(OC)c(OC)cc3CCN2C(=O)Cc2ccc(OC)cc2)cc1 (stereo not drawn)
2. CCN(CC)C(=O)CSc1nc2ncc(Cl)cc2[nH]1
3. Clc1ccc(CN2CCc3nc(Nc4ccc5c(c4)OCCO5)ncc3C2)cc1
4. CC1(C)CC(NC(=O)N2c3ccccc3Sc3ccccc32)CC(C)(C)N1
5. Cc1cccc(NS(=O)(=O)c2ccc(C)c(C(=O)NCC(c3ccco3)N3CCCCC3)c2)c1 (stereo not drawn)
6. COc1ccc(-c2oc(=O)n(C)c2-c2ccc(OC)cc2)cc1
7. CCc1nc(NCCO)c(C#N)c2c1CCCC2
8. O=C(NCCCN1CCN(c2cccc(Cl)c2)CC1)c1nnc(Cc2ccc(F)cc2Cl)o1

Screen / compound no.,1,2,3,4,5,6,7,8
HT1080 IDH1KD tx,/,23%,/,-26%,-3%,-6%,2%,/
SW480 rereplic,/,-2%,/,-131%[inhibitor],-5%,-6%,0%,/
HT1080NT lethal,/,21%,/,-5%,-3%,-2%,-1%,/
DRD3 agonist,-3,2,-9,14,-2,-11,-3,-5
HEK293 tox,5%,-1%,-8%,?,-4%,16%,13%,-11%
MCF10A rereplic,/,-16%,/,-2%,12%,3%,8%,/
IL-1B inflam inh,/,-14,/,?,-3,?,27,/
KB-V1 cytotox,?,-25%,-1%,-10%,?,1%,-6%,0%
KB-3-1 tox,-6%,8%,-3%,-5%,?,2%,-2%,-6%

9. c1ccc(CNn2nnnc2-c2ccccc2)cc1
10. Nc1sc(Cc2ccccc2)cc1C(=O)c1c(-c2ccccc2)[nH]c2ccccc12
11. CCS(=O)(=O)Nc1c(C(=O)O)[nH]c2ccccc12
12. CC(=O)C1=NN(c2ccccc2)C(c2ccc3c(c2)OCO3)N1c1ccccc1 (stereo not drawn)
13. Cc1nnc(SCC(=O)c2cc(C)n(C3CC3)c2C)s1
14. CCOC(=O)c1cnc2c(CC)cccc2c1NCCN1CCOCC1
15. CC(C)C(C)NC(=O)CSc1ccc(S(=O)(=O)N2CCOCC2)cn1 (stereo not drawn)
16. Cc1nn2cc(-c3ccc(OC(C)C)cc3)nc2s1

Screen / compound no.,9,10,11,12,13,14,15,16
HT1080 IDH1KD tx,-20%,4.6µM*,-4%,-29%,8%,-3%,-7%,/
SW480 rereplic,-3%,/,-1%,5.8µM*,-10%,2%,?,/
HT1080NT lethal,8%,7.3µM*,-6%,-21%,13%,-5%,-4%,/
DRD3 agonist,0,1,-4,1,2,-4,-3,-3
HEK293 tox,-44%,?,12%,172%[activator],3%,-14%,2%,1%
MCF10A rereplic,-1%,/,13%,8.2µM*,?,10%,18%,/
IL-1B inflam inh,16,-12,40,28,?,?,-8,/
KB-V1 cytotox,-29%,13µM*,?,-15%,8%,-14%,-7%,6%
KB-3-1 tox,-9%,5.8µM*,4%,?,1%,-2%,-2%,-16%

(listing goes on)
nr	compound	HT1080 IDH1KD tx	SW480 rereplic	HT1080NT lethal	DRD3 agonist	HEK293 tox	MCF10A rereplic	IL-1B inflam inh	KB-V1 cytotox	KB-3-1 tox
17	COc1ccc(C(=O)Nc2ccc(NS(=O)(=O)c3ccccc3)cc2)cc1OC	-17%	-1%	-12%	19	3%	14%	?	-24%	7%
18	CCn1c(-c2nn(C)c(C)c2Cl)n[nH]c1=S	23%	-1%	?	-4	-9%	3%	7	?	-21%
19	CN(C)S(=O)(=O)c1ccccc1N=C=S	0%	21%	0%	4	3%	-1%	7	-5%	-2%
20	Cc1cc(C(=O)N/N=C\c2ccc(COc3ccc([N+](=O)[O-])cc3)o2)ccc1[N+](=O)[O-]	-12%	4%	-8%	2	-20%	?	2	1%	14%
21	CCN(CC(=O)NCc1cccs1)C(=O)c1ccc(-c2cccc(C(F)(F)F)c2)o1	?	-161%[inhibitor]	?	-6	-18%	?	-80*	-15%	13%
22	CC[C@H](C)[C@H](NC(N)=O)C(=O)NCCc1ccc(Cl)cc1Cl	-10%	-3%	3%	5	8%	-9%	-12	-17%	-1%
23	Cc1c(C)c(C)c(CN2CCCC2)c(C)c1C	-8%	-2%	3%	-8	-5%	5%	10	-6%	14%
24	CCCCN(C(=O)Cc1ccc(S(=O)(=O)N2CCOCC2)s1)c1c(N)n(CCCC)c(=O)[nH]c1=O	9%	-4%	0%	-10	-3%	0%	-4	2%	24%
25	CCCCN(C=O)c1c(CC)nc2c(OCc3ccc(S(C)(=O)=O)cc3)cccn12	-26%	/	2%	2	1%	/	-12	?	0%
26	Cc1cc(C(=O)Nc2ccc3ccccc3c2)c(C)o1	-10%	4%	-15%	-5	6%	-1%	-23	-13%	-13%
27	CC(C)(C)C(=O)CN1C(=O)C2(OCCO2)c2ccccc21	-9%[9.24 µM]	-5%	-2%	-8	0%	-1%	-1	-15%	0%
28	COc1ccccc1/C=C/C=N/n1c(C)nnc1C	16%	-4%	23%	4	1%	-1%	0	-17%	-4%
29	CCOc1cc(C(=O)NC2=NCCS2)cc(OCC)c1OCC	10%	-14%	-6%	-15	-3%	9%	?	-16%	28%
30	CCCCn1c(N)c(N(CC(C)C)C(=O)c2cc(=O)[nH]c3ccccc23)c(=O)[nH]c1=O	7%	-15%	-1%	-7	-4%	-11%	5	?	1%
31	COCCN(C(=O)CCC(=O)Nc1cc(C)on1)C(C(=O)NC1CCCC1)c1ccccc1F (stereo not drawn)	19%	-5%	-4%	0	7%	2%	5	9%	6%
32	NS(=O)(=O)c1ccc(-c2ccc(/C=N/NC(=O)c3ccc([N+](=O)[O-])cc3)o2)cc1	-2%	-1%	0%	4	-3%	4%	-4	-23%	-2%
33	COc1ccccc1Oc1ccc(NC(=O)c2ccccc2)cc1	4%	2%	8%	1	-18%	-1%	-8	2%	21%
34	COc1cccc(NC(=O)Cn2c(=O)n(Cc3ccc(C(=O)NCc4ccc5c(c4)OCO5)cc3)c(=O)c3ccccc32)c1	/	/	/	-8	0%	/	/	28%	0%
35	O=C(CN1CCC(c2nc3ccccc3s2)CC1)NCc1ccccc1	-2%	-22%	-6%	1	-11%	9%	?	?	?
36	Cc1nc(=O)c(-c2ccccc2)c(C)n1CC1CCCO1 (stereo not drawn)	10%	-4%	13%	5	1%	6%	7	8%	22%
37	CSc1ccc(CCNC(=O)C2CCCN(c3ncnc4c3nc3n4CCCCC3)C2)cc1 (stereo not drawn)	-6%	?	-5%	-2	-17%	16%	-69*	-16%	?
38	Cc1ccc(CNC(=O)COc2ccccc2-c2ccccc2)cc1	-3%	-1%	6%	-3	17%	1%	8	?	-3%
39	COc1ccc(S(=O)(=O)Nc2ccc(N(C)C(C)=O)cc2)cc1	-5%	-12%	-2%	-3	16%	0%	-14	-3%	2%
40	Cc1onc(-c2c(Cl)cccc2Cl)c1C(=O)Nc1nc(C(C)(C)C)cs1	?	?	?	-11	7%	?	?	-13%	0%
41	N#Cc1c(N2CCCCC2)nc(N2CCCCC2)c2c1CCN(Cc1ccccc1)C2	-25%	?	5%	-16	21%	?	7	5%	?
42	O=C(CCOc1ccccc1)Nc1ccnn1C1CCN(Cc2ccc(CO)o2)CC1	6%	-15%	2%	0	13%	5%	i	8%	27%
43	O=[N+]([O-])c1cnc(Sc2ccncn2)c([N+](=O)[O-])c1	-24%	/	-2%	-10	?	/	?	-5%	?
44	CCOC(=O)c1c(-c2ccccc2)oc2ccc(NS(=O)(=O)c3ccc(C)cc3)cc12	/	/	/	-6	?	/	/	?	?
45	O=C(CSc1nc2ccccc2c(=O)n1-c1ccc(Cl)c(Cl)c1)Nc1ccc2c(c1)CCC2	7%	/	9%	2	-10%	/	8	14%	0%
46	Cc1nc(CC(=O)Nc2nc(C(C)(C)C)cs2)cs1	-7%	1%	-5%	-7	-3%	4%	14	-10%	2%
47	CON(C)S(=O)(=O)c1ccc2c(c1)N(Cc1ccc(C)cc1)C(=O)C1CCCN21 (stereo not drawn)	1%	-3%	14%	0	16%	-6%	-12	-10%	0%

Exported with each value named: entries from further up
37) CSc1ccc(CCNC(=O)C2CCCN(c3ncnc4c3nc3n4CCCCC3)C2)cc1 (stereo not drawn)
  HT1080 IDH1KD tx = -6%	SW480 rereplic = ?	HT1080NT lethal = -5%	DRD3 agonist = -2	HEK293 tox = -17%	MCF10A rereplic = 16%	IL-1B inflam inh = -69*	KB-V1 cytotox = -16%	KB-3-1 tox = ?
44) CCOC(=O)c1c(-c2ccccc2)oc2ccc(NS(=O)(=O)c3ccc(C)cc3)cc12
  HT1080 IDH1KD tx = /	SW480 rereplic = /	HT1080NT lethal = /	DRD3 agonist = -6	HEK293 tox = ?	MCF10A rereplic = /	IL-1B inflam inh = /	KB-V1 cytotox = ?	KB-3-1 tox = ?

High-throughput results from PubChem BioAssay.
